# OX1R antag-1: OX1R (human) antagonism; O43613; OX1R-expressing cells, FRET antagonist read-out; inhibition, % at 6.6 µM; actives 1.8% (n = 330,000); AID 485270; in the data active = inhibition mostly above about 38%, no sharp cut-off; inactive = mostly below about 40%;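 also: 0% = agonist challenge alone and 100% = reference antagonist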
# Target sequence (O43613 whole entry, looked up): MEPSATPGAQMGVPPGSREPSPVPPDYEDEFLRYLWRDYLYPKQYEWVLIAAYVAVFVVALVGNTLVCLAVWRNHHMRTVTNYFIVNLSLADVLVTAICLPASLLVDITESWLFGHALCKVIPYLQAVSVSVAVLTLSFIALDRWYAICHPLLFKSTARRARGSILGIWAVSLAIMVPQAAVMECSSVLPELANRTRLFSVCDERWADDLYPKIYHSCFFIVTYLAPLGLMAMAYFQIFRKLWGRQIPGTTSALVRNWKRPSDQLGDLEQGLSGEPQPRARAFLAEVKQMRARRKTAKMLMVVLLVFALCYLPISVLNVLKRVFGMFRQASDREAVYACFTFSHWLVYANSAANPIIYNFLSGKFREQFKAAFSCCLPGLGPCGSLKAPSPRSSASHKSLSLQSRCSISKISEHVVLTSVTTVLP
# OX1R antag-2: blocks the human orexin 1 receptor; O43613; CHO/OX1R cells, Fluo-8 calcium fluorescence, orexin A; inhibition, % at 5 µM; actives 0.43% (n = 330,000); AID 434989;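 active = inhibition above its plate's threshold, mean inhibition of all tested compounds on the plate plus 3 SD, cut at about 37% in these data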;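 also: 0% = orexin A challenge wells and 100% = SB-334867-A antagonist wells; not every result past the cut was called active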
# Active calls of the source: *. No enrichment for hits; about 2.1% have a hit in one of these screens.
SMILES,OX1R antag-1,OX1R antag-2
O=C(CCc1ccccc1)Nc1nn[nH]n1,4,-6
Cc1ccc(-n2c(=O)c3sccc3n(CC(=O)NCc3ccco3)c2=O)cc1F,19,-9
Cc1ccc(N2NC3(CCN(C(N)=O)CC3)NC2=O)cc1,2,-16
Cc1cc(-c2ccccc2)nc(N/N=C/c2ccccc2F)n1,29,-42
O=C(COc1ccc(Cl)cc1)Nc1ccc(Cc2ccncc2)cc1,29,-2
Cc1nn(Cc2noc(C(=O)NCc3ccc(F)cc3)n2)c(C)c1Br,26,-8
O=C(O)CCN1C(=O)CC(N2C(=O)/C(=C/c3ccc(Cl)cc3)SC2=S)C1=O (configuration not stated),38,-7
Oc1c(Br)cc(C2N=C(c3ccccc3Cl)NO2)cc1Br (configuration not stated),48,-9
Cc1nn(CC(=O)Nc2ccccn2)c(C)c1[N+](=O)[O-],28,-14
C/C(N)=C(/C#N)C(=O)COC(=O)c1cccc(C)c1O,7,9
COc1cc(N2C(=O)c3ccccc3C2=O)c(Cl)cc1C(=O)OCC(=O)N(C)C,12,-20
COCCCNC(=O)c1ccc2c(=O)n(CC3CCCO3)c(=S)[nH]c2c1 (configuration not stated),12,-26
CCN(CC)CCNC(=O)c1ccc(Cl)c(S(=O)(=O)Nc2ccc(Cl)cc2)c1,7,-25
COC(=O)c1ccc(NC(=S)NCCc2ccc(OC)cc2)cc1,1,-7
Cc1cccc(C)c1NC(=O)CNC(=O)C(NC(=O)c1ccc(C(C)(C)C)cc1)C(C)C (configuration not stated),7,-21
COc1ccc(C2=CC(c3cccc(OC)c3)n3nnnc3N2)cc1 (configuration not stated),11,-11
CCc1nnc(NC(=O)CS(=O)(=O)c2ccccc2)s1,25,-6
CC(c1ccccc1)C1CC(=O)N(C2CCCCC2)C1=O (configuration not stated),10,-24
Cc1onc(-c2ccccc2)c1C(=O)N1CCN(CCc2ccccc2)CC1,13,-23
COc1ccc(C)cc1NC(=O)COCC(=O)O,3,-4

# No new results follow: 5 of the compounds above.
SMILES,OX1R antag-1,OX1R antag-2
COc1ccc(C2=CC(c3cccc(OC)c3)n3nnnc3N2)cc1 (configuration not stated),11,-11
CCc1nnc(NC(=O)CS(=O)(=O)c2ccccc2)s1,25,-6
CC(c1ccccc1)C1CC(=O)N(C2CCCCC2)C1=O (configuration not stated),10,-24
Cc1onc(-c2ccccc2)c1C(=O)N1CCN(CCc2ccccc2)CC1,13,-23
COc1ccc(C)cc1NC(=O)COCC(=O)O,3,-4

# New compounds follow.
SMILES,OX1R antag-1,OX1R antag-2
COc1cc(NC(=S)NC(=O)CCc2ccccc2)cc(OC)c1,5,-15
CC(CC(=O)Nc1ccc(S(=O)(=O)N2CCOCC2)cc1)c1ccccc1 (configuration not stated),6,-12
CCCCn1c(CNC(=O)C(C)(C)C)nc2ccccc21,3,-28
Cc1ccc(S(=O)(=O)NC(CC(C)C)C(=O)NCc2ccco2)cc1 (configuration not stated),26,-3
COc1ccc(CCNS(=O)(=O)c2ccccc2)cc1OC,34,-8
COC(=O)c1ccc2c(c1)C(C)(C)C(/C=C/c1ccc(O)cc1)=[N+]2C,25,31
CC1Sc2ccc(S(=O)(=O)NCc3ccccc3)cc2NC1=O (configuration not stated),39,-16
O=C(OCc1ccccc1F)c1cnc(Cl)c(Cl)c1,6,-3
O=C(Oc1ccc(F)cc1)c1ccc2c(=O)n3c(nc2c1)CCC3,20,-16
CCOC(=O)C1=C(N)OC2=C(C(=O)CC(C)C2)C1c1cccnc1 (configuration not stated),24,-12
Cc1nc(Cl)c(C(=O)NC(=O)Nc2cccc(C(F)(F)F)c2)c(C)c1[N+](=O)[O-],41,7
Cc1ccccc1C(=O)c1c[nH]c(C(=O)N=CN(C)C)c1,4,-9
CCN(CC(=O)NCc1cccs1)C(=O)c1ccc(NS(=O)(=O)c2cccc([N+](=O)[O-])c2)cc1,26,-25
CCCCCc1ccc(-c2cn(Cc3ccc(C)cc3)nn2)cc1,24,-11
C(=N\Nc1nccc(-c2cccnc2)n1)/c1ccccc1,14,-17
C=CCn1c(SCc2cc(=O)n3ccsc3n2)nc2ccccc2c1=O,5,-36
O=C(O)c1ccc(C2SCC(=O)N2Cc2ccccc2)cc1 (configuration not stated),7,-18
COc1cc(C(=O)Nc2nc(-c3cccs3)cs2)cc(OC)c1OC,49*,30
CC1CN(CCCOc2ccccc2[N+](=O)[O-])CC(C)O1 (configuration not stated),16,-11
CCOC(=O)C1CCCN(C(=O)CCCn2nc(C)n3c(cc4sccc43)c2=O)C1 (configuration not stated),10,-30
CCOC(=O)c1c(NS(=O)(=O)Cc2ccccc2)sc2c1CCCC2,8,-29
Cc1nnc(NC(=O)CSc2nnc(CNC(=O)c3ccccc3)o2)s1,16,-8
Cc1ccc(C(C[N+](=O)[O-])n2nc(C)cc2C)cc1 (configuration not stated),12,3
COC(=O)c1c(NC(=O)CN2CCN(c3ncccn3)CC2)sc(C(N)=O)c1C,20,-5
CCCNC(=O)CCc1c(C)nc2nc(C)nn2c1C,7,-3
CCOc1ccc(/C(C)=N/NC(=O)C(OC)c2ccccc2)cc1 (configuration not stated),25,11
Cc1ccccc1CC1(CO)CCCN(C(=O)CCCN2CCCCC2=O)C1 (configuration not stated),29,-21
COc1ccc(/C=C/C(=O)NC(C)CCc2ccccc2)cc1OC (configuration not stated),18,-30
CC(C)(CO)Nc1ncnc2onc(-c3ccc(F)cc3)c12,-7,-3
CC(C)(CNC(=O)CNC(=O)C1CCCCC1)N1CCOCC1,-5,-1
COc1ccc(NC(=O)CS(=O)CC(=O)Nc2ccc(F)cc2F)cc1 (configuration not stated),18,-17
Cc1ccc(S(=O)(=O)Nc2ccc(NC(=O)/C=C/C(=O)O)cc2)cc1,-1,4
COc1ccc(S(N)(=O)=O)cc1C(=O)OCCCC(=O)c1ccccc1,0,-11
COCCN(C(=O)CCC(=O)Nc1nccs1)C(C(=O)NCCC(C)C)c1ccc(OC)cc1 (configuration not stated),13,-22
COc1cc(/C=C(\C#N)C(=O)Nc2cccc3ncccc23)cc(OC)c1OC,49,-28
CC(C)(C)c1ccccc1OCCCCCNCCO,7,-8
C=C(C)CSc1nc2sc3c(c2c(=O)n1C1CCCCC1)CCN(C)C3,21,-23
CCOC(=O)c1[nH]c(C)c(CC(C)C)c1C,6,-6
Cc1sc2ncnc(NCCN3CCOCC3)c2c1C,8,-16
COc1ccc(N(CC(=O)Nc2cc([N+](=O)[O-])ccc2C)S(C)(=O)=O)cc1OC,19,-15
COc1ccc(-n2nc3cc(C)c(N)c(Br)c3n2)cc1,92*,28
CC(=O)N(C(C)=O)c1ncnc2c1c(-c1ccc(Cl)cc1)nn2C(C)(C)C,38,-19
CCCCNC(=O)NC(C(=O)OC)C12CC3CC(CC(C3)C1)C2 (configuration not stated),18,-36
CC[C@H](C)[C@H](NC(=O)c1ccccc1)C(=O)NC(CC(=O)O)c1ccc(F)cc1 (some centres not stated),0,-9
COc1ccc(N2C(=O)C3CCCN3C2c2ccc(C)cc2)cc1 (configuration not stated),3,-5
CCN(CC)CCNCC(=O)N1c2ccccc2CCc2ccc(NC(=O)OC)cc21,9,-15
Cc1cc(N(C(=O)c2ccco2)C(C(=O)NC2CCCCC2)c2ccccc2)ccc1-n1cnnn1 (configuration not stated),23,-25
NS(=O)(=O)c1ccc(N/N=C2/CCCc3ccccc32)c([N+](=O)[O-])c1,20,-7
CCn1c(-c2cccs2)nc2ccccc21,38,-19
COc1cc(/C=N/NC(=O)c2ccncc2)ccc1OC(=O)c1ccco1,8,-17
NC(=O)c1nnsc1Sc1c(C(N)=O)nnn1-c1cccc(N)c1,3,5
Cc1ccc(C)c(NC(=O)c2sc(Cl)nc2C)c1,7,-8
S=C(NCCCN1CCOCC1)Nc1ccc(Cl)c(Cl)c1,7,-4
CN(C)CC/C=C1\c2ccccc2Sc2ccc(Cl)cc21,1,-11
Cc1ccc(-n2nnc3c(=O)n(CC(=O)OCc4ccccc4)cnc32)cc1,9,2
Cc1cccc(CNC(=O)c2ccc3c(c2)N(C)CCS3)c1,6,-9
COc1ccc(N2C(=O)c3ccccc3C2O)cc1 (configuration not stated),-5,-10
O=C(c1cccs1)N1CCCC(c2nc3c(nnn3Cc3c(Cl)cccc3Cl)c(=O)[nH]2)C1 (configuration not stated),9,-48
N#Cc1cc2nc(O)c(O)nc2cc1[N+](=O)[O-],76*,12
CC(c1ccccc1)N(C)CC(=O)NC(=O)NCCC1=CCCCC1 (configuration not stated),10,-21

# Reformatted with two lines to a compound: entries from further up.
# Order of results: OX1R antag-1, OX1R antag-2
CCN(CC(=O)NCc1cccs1)C(=O)c1ccc(NS(=O)(=O)c2cccc([N+](=O)[O-])c2)cc1
  26, -25
CCCCCc1ccc(-c2cn(Cc3ccc(C)cc3)nn2)cc1
  24, -11
C(=N\Nc1nccc(-c2cccnc2)n1)/c1ccccc1
  14, -17

# Later entries
SMILES,OX1R antag-1,OX1R antag-2
COCCNC(=O)Cc1c(C)c2c(cc(C)c3c(C(C)(C)C)coc32)oc1=O,18,-21
CCOc1ccc(C2C(C#N)=C(N)N(N(C)C)C3=C2C(=O)CCC3)cc1 (configuration not stated),4,-21
COC(=O)c1ccc(C)c(NC(=O)CCc2ccc(OC)c(OC)c2)c1,7,-22
C#CCOCCOCCOCCNc1nc(N2CCN(C(=O)[C@H]([C@@H](C)CC)n3cc([C@@H](N)CO)nn3)CC2)nc(N2CCN(C(=O)[C@H](Cc3cc4ccccc4[nH]3)n3cc([C@@H](N)Cc4ccc(O)cc4)nn3)CC2)n1,14,17
CCCCN1C(=O)NC(c2ccc(OC)cc2)C(C(=O)OCc2ccccc2)=C1C (configuration not stated),13,-30
CS(=O)(=O)N(CC(=O)Nc1cccc(Cl)c1)c1ccccc1Cl,20,-28
COc1ccc(-c2cc(C(=O)Nc3cc(OC)cc(C(=O)Nc4cccc(C(F)(F)F)c4)c3)[nH]n2)cc1,20,22
COc1ccc(/C=C(/NC(=O)c2ccccc2)C(=O)N2CCCCC2)cc1,21,-17
CCOc1cc(C)c(Cl)cc1S(=O)(=O)N(CC)CC,13,-13
Cc1ccc(NC(=O)CCNS(=O)(=O)c2cccs2)cc1F,41,-10
O=Cc1ccc(-c2ccc(F)cc2)o1,3,-8
COc1cccc(-c2cc(C(F)(F)F)nc(N3CCCCC3)n2)c1,3,-8
O=C(C1CC1)N1CCN(C(c2ccccc2)c2ccccc2)CC1,3,-18
COc1ccc(NC(=O)Cn2nnc(C(=O)NCc3cccs3)c2N)cc1Cl,11,-7
COc1cc(C(=O)NC(C)c2cccc3ccccc23)cc(OC)c1OC (configuration not stated),12,-47

# Shown with values under each structure: three of the compounds above.
# Screens in order – OX1R antag-1 | OX1R antag-2
COc1cccc(-c2cc(C(F)(F)F)nc(N3CCCCC3)n2)c1
    3 | -8
O=C(C1CC1)N1CCN(C(c2ccccc2)c2ccccc2)CC1
    3 | -18
COc1ccc(NC(=O)Cn2nnc(C(=O)NCc3cccs3)c2N)cc1Cl
    11 | -7

# Screening results from PubChem BioAssay.
